# Screening results from PubChem BioAssay.
# PDI inh: inhibitors of human protein disulfide isomerase. P07237. 0.052% of 350,000 active. PDI insulin aggregation turbidity, A650, 90 min. inhibition, % at 10 µM;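 active = mean inhibition across replicates of 30% or more, whatever share of single replicates reach that level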;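 also: absorbance from insulin aggregation driven by PDI reduction with DTT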
# Shn3 inh set2: Schnurri-3 reporter inhibition in Clone20 osteoblasts. Clone20 osteoblast Shn3 3'UTR firefly luciferase, 24 h. inhibition, % at 12.5 µM. 0.52% of 360,000 active. AID 588674;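 active = mean inhibition of at least 75% with every replicate also reaching 75%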;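 also: 0% = median of neutral control wells and 100% = pilot-screen positive control compound; some compounds past the cut are filed as inactive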
# Peg3 prom inh: reduces Peg3 promoter-driven luciferase expression in HeLa | 1.7% of 360,000 active | AID 588405 | HeLa PEG-Prom luciferase reporter, luminescence, overnight | inhibition, % at 20 µM;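 active = inhibition of at least 50% at 20 µM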
# HIF-2a block: blocks HIF-2a reporter activity; 786-0 RCC cells HIF-2a reporter, luciferase luminescence, overnight; 0.72% of 360,000 active; inhibition, % at 18.8 µM;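 active = inhibition of the luminescence signal of 40% or more relative to plate controls, in a single-dose primary screen at 18.75 µM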
# Cardio protect: protects H9c2 cardiomyocytes from peroxide injury | H2O2 injury protection, ATPLite, 2 h | protection from H2O2 cell death, % at 20 µM | 0.63% of 360,000 active;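 active = compounds giving at least 50% protection of heart cells from peroxide-induced death in the single-dose screen, raw or plate-pattern-corrected value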;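 also: 0% = DMSO wells with peroxide and 100% = DMSO wells without peroxide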
# MITF TRPM1 inh: MITF TRPM1 promoter inhibition in SK-MEL-5 cells. SK-MEL-5 TRPM1 promoter luciferase, 24 h. inhibition, % at 12.5 µM. 0.83% of 330,000 active. AID 488899;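 active = mean inhibition across replicates of 60% or more, whatever share of single replicates reaches that level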; also: values of inactives mirror those of a sister screen read the other way
# CaV13 ICDI inh: Disruptors of the CACNA1D IQ motif to Ca2+-dependent inactivation inhibitor domain association, primary screening, Förster resonance energy transfer in intact living … | inhibition, % at 12.3 µM | HEK cells, CFP/YFP FRET ICDI-IQ, plate reader, 10 min; percent FRET-ratio fall versus neutral wells | 0.098% of 340,000 active;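 active = mean replicate inhibition of at least 30% and at least 1% of replicates passing that level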;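 also: 0% = median of the neutral control wells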
# HTR2A ag: activates the mouse 5-HT2A serotonin receptor; P35363; CHO-K1 mHTR2A beta-arrestin complementation, luminescence; percent of 30 µM serotonin response; activation, % at 7.6 µM; 0.66% of 360,000 active; AID 624169;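 active = activation above a run cutoff, the mean activation of all tested compounds plus 3 SD, cut at about 14% in these data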;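 also: 0% = plate median of compound wells and 100% = 30 µM serotonin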
# Target sequence (P35363 whole entry, looked up): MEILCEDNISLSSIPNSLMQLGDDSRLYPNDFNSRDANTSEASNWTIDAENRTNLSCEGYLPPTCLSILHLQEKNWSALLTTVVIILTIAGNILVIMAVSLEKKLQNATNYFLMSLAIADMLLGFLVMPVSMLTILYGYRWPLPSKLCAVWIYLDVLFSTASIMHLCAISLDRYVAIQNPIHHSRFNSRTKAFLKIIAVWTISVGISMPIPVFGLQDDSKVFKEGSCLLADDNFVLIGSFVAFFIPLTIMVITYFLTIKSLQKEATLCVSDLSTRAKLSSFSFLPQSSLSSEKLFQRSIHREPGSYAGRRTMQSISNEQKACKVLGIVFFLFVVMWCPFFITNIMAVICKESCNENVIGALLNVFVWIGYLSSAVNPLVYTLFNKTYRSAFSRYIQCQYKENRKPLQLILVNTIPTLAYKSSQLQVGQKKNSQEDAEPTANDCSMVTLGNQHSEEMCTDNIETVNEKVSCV
# NR2E3 ag-1: activates human NR2E3 receptor; CHO-S Gal4-NCOR/VP16-NR2E3 two-hybrid, luciferase; Q9Y5X4; AID 602229; inhibition of corepressor binding, % at 3.98 µM; 0.35% of 360,000 active;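 active = inhibition above the mean of all tested compounds plus 3 SD, cut at about 70% in these data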;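 also: 0% = DMSO with NR2E3 transfected cells and 100% = cells lacking NR2E3 construct; higher means lower luciferase signal from less NR2E3 corepressor binding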
# Target sequence (Q9Y5X4 whole entry, looked up, the tested form may be a part): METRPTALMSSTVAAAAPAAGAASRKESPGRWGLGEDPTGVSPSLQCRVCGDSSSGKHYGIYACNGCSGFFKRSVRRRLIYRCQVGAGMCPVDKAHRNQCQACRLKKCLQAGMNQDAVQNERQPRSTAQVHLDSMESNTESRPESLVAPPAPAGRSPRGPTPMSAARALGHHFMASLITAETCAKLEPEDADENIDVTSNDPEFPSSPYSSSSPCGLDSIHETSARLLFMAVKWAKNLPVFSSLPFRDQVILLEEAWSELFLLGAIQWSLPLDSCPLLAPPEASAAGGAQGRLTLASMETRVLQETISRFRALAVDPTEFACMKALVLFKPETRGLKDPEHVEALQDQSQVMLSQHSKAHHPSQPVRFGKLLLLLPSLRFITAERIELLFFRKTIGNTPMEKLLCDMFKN
# NR2E3 ag-2: activates human photoreceptor nuclear receptor NR2E3; inhibition of corepressor binding, % at 4.78 µM; 0.12% of 320,000 active; GST-NR2E3/biotin-RetCOR TR-FRET, 1536-well; AID 2300; Q9Y5X4;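 active = percent inhibition above the cutoff of mean plus 3 SD of all tested compounds, set per screening campaign, cut at about 20% in these data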;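 also: 0% = DMSO wells and 100% = biotin wells as full block of FRET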
#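 System: GST-tagged NR2E3 plus biotinylated RetCOR corepressor; Buffer or medium: pH 7.5 Tris-based buffer; Probe or stimulus: RetCOR corepressor, biotinylated, 7 nM; Doses: compound at 4.8 µM, single dose; Schedule: 5 h incubation at 4 °C; Technique: time-resolved FRET; Evaluation: percent inhibition of TR-FRET ratio; Replication: one well per compound, singlicate testing.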
# hiPSC survival: enhancers of human iPSC single-cell survival. hiPSC single-cell survival, ATPlite luminescence; 100% = ROCK inhibitor wells, 0% = DMSO. survival enhancement, % at 20 µM. 0.044% of 360,000 active. AID 602274; in the data active = survival enhancement above about 18%;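 also: cells exposed to compounds for 16 hours before the ATP read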
# * marks the source's active call; other numbers are inactive results; . = not tested or not shown.
nr	compound	PDI inh	HIF-2a block	Peg3 prom inh	hiPSC survival	Cardio protect	HTR2A ag	NR2E3 ag-1	MITF TRPM1 inh	NR2E3 ag-2	CaV13 ICDI inh	Shn3 inh set2
1	CCCOc1ccc(S(=O)(=O)Nc2ccccn2)c2ccccc12	16	4	15	-0.1	3	2	6	-4	-2	4	13
2	COc1ccc(OC)c(NC(=O)CSc2nnc(CNC(=O)c3cc(OC)c(OC)c(OC)c3)o2)c1	-3	15	-6	-0.4	-2	-1	-2	-5	-2	-2	-9
3	CC(C)C(=O)N1CCC2(CC1)Oc1ccc(Cl)cc1C(=O)C21CC(c2ccc(Cl)cc2)=NO1 (stereo not drawn)	-1	10	4	-2.9	-13	-2	-2	1	1	-5	8
4	O=C(CCCN1C(=O)c2cccc3cccc(c23)C1=O)N1CCN(Cc2ccc3c(c2)OCO3)CC1	-5	-6	14	-2.2	9	-4	-23	13	4	-6	43
5	O=[N+]([O-])c1ccc(-c2ccc(/C=N/O)o2)cc1	8	-205	-137	-0.1	-4	7	-86	.	3	-5	-74
6	Cc1ccc([C@H]2C(C(=O)O)=CC[C@@H](c3ccc(Cl)c(Cl)c3)N2S(=O)(=O)c2ccc(C)cc2)cc1	1	1	13	2.9	-9	-4	67	6	.	-7	-1
7	CC(=C/c1ccco1)/C=N/NC(=O)Cc1cccn1C	0	-29	-14	2.2	0	-1	-10	-19	-4	-14	-13
8	Cc1cccc(-n2c(Cc3cc(=O)[nH]c(=O)[nH]3)nnc2SCC(=O)N2CCCCC2)c1	.	8	8	-0.6	8	3	-18	-1	0	-2	13
9	COc1ccc([C@H]2N[C@]3(CCCN(Cc4cccn4C)C3=O)[C@H]3C(=O)N(Cc4ccccc4)C(=O)[C@@H]23)cc1	0	3	0	-0.5	-4	1	-6	.	.	-10	8
10	Cc1ccc(N2CCN(C(=O)c3ccccc3NC(=O)c3ccccc3C(=O)O)CC2)cc1	9	-48	-32	-1.5	-3	-4	2	3	-1	8	-16
11	O=C(c1cnc(Cc2c[nH]c3ccccc23)c(I)c1)N1CCOCC1	2	-3	-9	0.9	11	1	-13	.	.	-9	-27
12	CC1C[C@@]2(NC(=O)NC2=O)C(C)CN1C (stereo partly drawn)	-7	5	3	2.1	32	-4	1	1	1	-7	-1
13	Cn1c([N+](=O)[O-])cnc1N1CCN(c2nncs2)C1=O	10	21	3	0.3	-1	3	-33	15	3	-19	-7
14	CC1=CCC(C(=O)O)C(C(=O)NC2CCCCC2)C1 (stereo not drawn)	-9	10	-6	-0.1	-2	3	11	4	3	-3	-1
15	CCN(C(=O)Cn1c(=O)oc2cc(S(=O)(=O)N3CCOCC3)ccc21)c1ccccc1	6	17	14	-0.3	0	-3	-17	0	1	-14	18
16	O=C(COc1cc2oc(=O)cc(-c3ccccc3)c2cc1Cl)NC(Cc1c[nH]c2ccc(O)cc12)C(=O)O (stereo not drawn)	.	12	-6	0.9	-2	-1	21	5	0	.	-6
17	CCCCNS(=O)(=O)c1ccc2nc(SCC(=O)N3CC(C)OC(C)C3)[nH]c2c1 (stereo not drawn)	11	-1	-1	3.6	10	-4	5	6	0	.	8
18	Nc1c(Cl)ncnc1N/N=C/c1cccc(O)c1	-4	-54	-50	0.2	-3	2	8	-26	-2	-2	-41
19	CC(C)Sc1nc2c(c(=O)n1-c1ccc(F)cc1)SCC2	0	8	19	-0.2	-9	3	-10	6	-1	4	-1
20	O=[N+]([O-])c1cccnc1Oc1ccc(F)cc1	7	11	7	0.1	3	8	-6	7	-5	-12	-23
21	Cc1cccc(CCN2C(Nc3ccccc3)=NC[C@@H]2CC(C)C)c1	8	-6	7	-1.4	-10	3	-4	43	2	-9	21
22	O=C(Cc1ccsc1-c1ccccc1)NO	5	7	13	-1.5	8	0	5	16	-1	-5	-6
23	Cc1ccc(S(=O)(=O)C=CS(=O)(=O)c2ccc(C)cc2)cc1	4	52*	95*	-5.5	-20	-5	7	.	.	-14	85
24	O=C(CN1C(=O)c2ccccc2S1(=O)=O)c1ccc2c(c1)OCCCO2	-1	93*	99*	-0.7	-16	4	97*	82*	0	-3	94*
25	O=S(=O)(c1ccc(-c2csc(=Nc3ccccc3)n2CCCN2CCOCC2)cc1)N1CCOCC1	-9	3	20	10	8	-4	-22	9	1	.	3
26	C/C(=N\Nc1nccnc1Cl)c1ccc(O)c(C)c1	-1	-17	-191	-0.2	-1	-7	-81	-59	0	-21	-5
27	COc1ccc(S(=O)(=O)N(CCCN2CCCC2=O)Cc2cc3c(C)cc(C)cc3[nH]c2=O)cc1	2	-46	-29	-1.5	37	-9	-17	-4	.	-4	1
28	COc1ccc(NC(=O)CN(c2ccc(C)cc2)S(=O)(=O)c2c(C)nn(C)c2C)cc1OC	-5	17	-5	-1.2	-3	8	1	-2	3	-4	9
29	NC(=O)CN1CCN(C2CC(=O)N(CCc3ccccc3)C2=O)CC1 (stereo not drawn)	20	9	-1	0.6	-4	6	10	12	-1	4	-2
30	CCN1CCN(C(=O)c2cc3c(s2)-c2ccccc2S(=O)(=O)C3)CC1	-1	-27	-2	3.4	0	-4	-8	.	2	-7	-19

# Remaining list, next part
nr	compound	PDI inh	HIF-2a block	Peg3 prom inh	hiPSC survival	Cardio protect	HTR2A ag	NR2E3 ag-1	MITF TRPM1 inh	NR2E3 ag-2	CaV13 ICDI inh	Shn3 inh set2
31	COCCN1CC(C(=O)NCCc2nc(C)c(C)s2)CCC1=O (stereo not drawn)	15	-4	10	-0.6	4	0	4	-3	1	-6	9
32	Cc1csc(SCCn2c(Br)nc3c2c(=O)[nH]c(=O)n3C)n1	-2	0	9	-0.5	16	5	-23	-1	-2	-7	5
33	Cc1ncc(CN2CCN(Cc3ccc(F)cc3)C(CCO)C2)s1 (stereo not drawn)	-1	9	8	-0.6	5	-1	15	-13	0	-2	-4
34	CCN1C(=S)SC(=O)C1=C1C=C(C)OC(C)=C1	14	-197	-228	-0.5	-2	3	-23	-87	3	.	-60
35	COCCOC(=O)c1c(C)oc2ccc(OC(=O)c3c(OC)cccc3OC)cc12	-7	13	27	0.1	36	5	-43	-20	0	-4	19
36	CC(=O)NCc1ccc(-c2csc(-c3cccs3)n2)cc1	-11	-308	-301	-0.7	-6	-9	-59	-55	4	-3	-43
37	CC(C)c1ccc(NC2CCCN(C(=O)CCN3CCCO3)C2)cc1 (stereo not drawn)	0	4	-12	0.0	1	-3	-17	5	-5	-2	-15
38	COc1ncnc2c1ncn2CCCNCc1ccco1	10	-9	-3	-0.4	-2	-2	3	.	.	-5	-11
39	CCOc1ccc(CCNC(=O)c2cc(C)nc3ccccc23)cc1OCC	5	8	16	0.8	-4	-4	-33	1	3	-5	9
40	O=[N+]([O-])c1cccc(NC2=NCCC2)c1	-2	26	-7	0.0	3	2	22	2	-2	12	13
41	CCOC(=O)N1CCC(NC(=O)C2CCN(C(=O)N3CC(C)Oc4ccc(C)cc43)CC2)CC1 (stereo not drawn)	5	3	10	-2.2	10	4	-14	14	1	-4	-9
42	C/C(=N\NC(=O)c1cccc(S(=O)(=O)N2CCOCC2)c1)c1ccc(C)cc1	12	4	-27	0.0	7	-5	-16	-15	-2	-7	-5
43	CC(=O)OC1CCC(OC(C)=O)c2c1n([O-])c(C)c(C)[n+]2=O (stereo not drawn)	7	1	0	-0.3	6	-2	-9	-3	-3	.	-12
44	CCc1cccc(C)c1NC(=S)NCc1cccn1C	17	3	6	-2.3	1	-3	-8	4	1	-3	14
45	CC(C#N)(Nc1ccc(Cl)cc1)c1cccnc1 (stereo not drawn)	3	18	-2	0.2	3	3	9	1	-1	-4	32
46	C[C@@H](C(=O)N[C@@H](Cc1c[nH]c2ccccc12)C(=O)O)n1nnc2ccccc2c1=O	2	23	15	-0.1	0	4	4	-4	4	6	-2
47	O=C(Nc1ccccc1)c1ccc2c(c1)OCCO2	-6	-132	-199	-4.3	-26	-4	-142	-54	4	-5	-35
48	CCC(C)N(C(=O)COC(=O)c1nc(Cl)ccc1Cl)C1CCS(=O)(=O)C1 (stereo not drawn)	-2	15	-8	2.9	-1	5	-5	0	-2	-6	-15
49	CC(=O)c1ccc(S(=O)c2ccccc2)cc1 (stereo not drawn)	-2	4	-14	-2.3	2	4	-3	6	-2	-4	-7
50	CCN(CC(=O)Nc1ccc(OC)cc1)CC(=O)Nc1ccc(Br)cc1F	2	2	21	1.6	-6	4	-19	14	4	-16	-7
51	O=C1NC2C(NC(=O)N2C2CCCCC2)N1C1CCCCC1 (stereo not drawn)	4	7	7	9.2	-6	2	-1	3	1	.	-7
52	CCN(CC(=O)Nc1ccc(C#N)cc1)CC(=O)Nc1ccc2c(c1)OCCO2	1	1	5	-3.3	-6	-4	2	.	.	-5	-7
53	CCOc1ccccc1N1CCN(C(=O)c2c(Cl)cnn2C)CC1	7	10	20	-0.5	0	2	-15	-8	-1	-9	-1
54	CCOC(=O)N1CCC(N2C(=O)c3ccc(C(=O)Nc4ccc(OC)cc4)cc3C2=O)CC1	-1	2	-4	-0.4	2	-1	-23	1	3	-14	-9
55	COC(=O)C1=C(C)NC2=C(C(=O)CC(c3cccs3)C2)C1c1ccsc1 (stereo not drawn)	-1	22	35	2.5	16	-9	-41	21	1	-4	28
56	C=CCOc1ccc(-c2nc3c(c(=O)[nH]c(=O)n3CCCC)n2C)cc1Br	-10	7	10	1.7	-16	-2	-9	-21	1	-1	2
57	CN(C)S(=O)(=O)c1ccc(C(=O)NCC(=O)N/N=C/c2ccccc2Cl)cc1	7	13	-10	2.5	0	8	-19	-11	3	11	10
58	O=C1CC(N2CCSCC2)C(=O)N1c1ccccc1 (stereo not drawn)	-7	14	6	-0.7	4	5	-14	9	0	-5	16
59	Cc1sc(N)c(C(=O)c2ccccc2)c1C	-5	6	13	-1.1	-1	2	3	9	0	-9	0
60	COc1ccc(-c2csc(NC(=O)CSc3n[nH]c(C)n3)n2)cc1	-3	-166	-144	-0.2	-3	-1	27	-55	-1	-3	-22

# Other structures
nr	compound	PDI inh	HIF-2a block	Peg3 prom inh	hiPSC survival	Cardio protect	HTR2A ag	NR2E3 ag-1	MITF TRPM1 inh	NR2E3 ag-2	CaV13 ICDI inh	Shn3 inh set2
61	Cc1ccc(C(C)C)c(OCC(O)CN2CCc3ccccc3C2)c1 (stereo not drawn)	15	20	17	-0.2	-22	-7	35	14	2	-1	61
62	Cc1ccc(C)c(-c2ccc(=O)n(Cc3ccc(F)cc3Cl)n2)c1	-10	-13	3	0.4	-2	-6	-14	-8	0	-4	1
63	N#Cc1c(Nc2ccccc2C(F)(F)F)s[nH]c1=O	-4	20	12	-0.3	18	-1	1	.	2	-16	-9
64	O=C(c1ccc(Cl)c(S(=O)(=O)N2CCOCC2)c1)N(c1ccccn1)C1CCCCC1	-9	12	8	-0.4	6	-4	-28	-4	-2	-7	9
